# AI-2 QS modul: modulators of Vibrio harveyi AI-2 quorum sensing system; Vibrio harveyi JMH597 AI-2 luminescence/OD600 ratio, 9 h; active compounds read low; strain lacks LuxN and CqsS sensors; 0 = neutral-control median; activity change, % at 7.5 µM; 0.4% of 300,000 active; in the data active = activity change below about -75%, passing the limit was not always enough; inconclusive = no clear call, values can overlap the other calls;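 also: luminescence divided by OD600 gain over 9 h not by final OD600 alone; inactives centre near 13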
# HSP90 refold inh: HSP90 refolding inhibition in rabbit reticulocyte lysate; luciferase refolding luminescence, 3 h; inhibition, % at 5.6 µM; 0.91% of 290,000 active;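 active = inhibition above the screen-wide mean plus 3 SD, computed separately per campaign, cut at about 16% in these data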;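 also: 0% = DMSO wells and 100% = 60 µM geldanamycin wells; inhibitors lower the luminescence because luciferase stays unfolded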
# HDAC3 inhib: human HDAC3 inhibition | 0.15% of 320,000 active | inhibition, % at 8.3 µM | AID 2718 | recombinant HDAC3, fluorogenic peptide/trypsin coupled, fluorescence; in the data active = inhibition above about 26%, passing the limit was not always enough; inconclusive = no clear call, values can overlap the other calls
# HSF1 inh: HSF1 inhibition; NIH3T3-HGL HSE-luciferase, MG132-induced, luminescence 8 h; active compounds read low; activity change, negative = inhibition, % at 7.5 µM (by protocol); 0.77% of 300,000 active;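 active = more than half of replicate wells show activity change below -50%, luminescence cut by over half; inconclusive = some wells, but at most half, below -50%; inactive = no replicate well below -50%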;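 also: luciferase reports HSF-1 transcriptional activity via heat shock element; 0% = median of DMSO wells and -100% = zero luminescence signal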
# Platelet DG rel: modulates dense granule release in human platelets; inhibition, %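 (compounds screened at 7.5 µM in platelet-rich plasma)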; human platelet-rich plasma, SFLLRN dense granule ATP release, luminescence; 0.22% of 300,000 active;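 active = mean replicate score, as percent of positive control, at or above 50; inconclusive = mean below 50 but at least one replicate at or above 50; inactive = mean and every replicate below 50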
# Dyrk1A ADPGlo: inhibitors of rat Dyrk1A kinase. ADP-Glo luminescence, NFATc1 peptide. AID 504441. Q63470. inhibition, % at 12.5 µM. 0.43% of 310,000 active; in the data active = inhibition above about 50%;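 also: plate controls were vehicle with enzyme for no effect and no enzyme for full effect; many of its hits are not listed in these tables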
# GSK3B inh: inhibitors of human GSK3beta kinase | AID 2097 | P49841 | 0.038% of 300,000 active | activity score (negative = inhibition), % at 10 µM | GST-GSK3beta kinase, ADP-Glo luminescence, 60 min; active compounds read low;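 active = more than half of replicate wells score below -50%, meaning over 50% inhibition versus plate controls; inconclusive = some replicates but at most half score below -50%; inactive = no replicate scores below -50%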;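 also: 0% = median DMSO wells and -100% = median GW8510 positive control wells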
# Target sequence (P49841 whole entry, looked up): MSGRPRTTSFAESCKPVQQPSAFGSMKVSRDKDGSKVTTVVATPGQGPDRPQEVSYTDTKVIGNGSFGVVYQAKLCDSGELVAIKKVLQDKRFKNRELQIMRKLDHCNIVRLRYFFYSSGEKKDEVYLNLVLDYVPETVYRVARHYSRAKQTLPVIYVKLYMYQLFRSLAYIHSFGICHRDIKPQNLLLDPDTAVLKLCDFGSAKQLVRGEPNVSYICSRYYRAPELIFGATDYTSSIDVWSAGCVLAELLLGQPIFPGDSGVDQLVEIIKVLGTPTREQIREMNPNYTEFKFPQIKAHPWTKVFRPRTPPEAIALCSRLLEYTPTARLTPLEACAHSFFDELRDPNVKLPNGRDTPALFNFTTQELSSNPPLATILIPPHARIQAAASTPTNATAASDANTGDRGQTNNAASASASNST
#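 Test system – GST-tagged human GSK3beta kinase, cell-free · Incubation – 60 min enzyme reaction, room temperature · Signal – ADP-Glo luminescence · Also added – peptide substrate and ATP at 25 µM · Controls – DMSO neutral wells and GW8510 at 20 µM as positive · Buffer or medium – Tris/MgCl2 kinase buffer · Measure – Luminescence-derived activity versus plate DMSO and GW8510 wells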
# PolyA inh: blocks polyadenylation in yeast reporter cells; S. cerevisiae SKY197-pL101 polyadenylation reporter, beta-gal luminescence; efflux-impaired pdr1/pdr3 knockout yeast; score 100 = 6 SD above DMSO; calls only at 12 µM; 0.02% of 300,000 active; AID 1875;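 active = lowest replicate activity score at least 50, where 100 means six control SD above control mean; inconclusive = lowest score under 50 but half or more replicates reach 50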;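 also: yeast exposed to compound for 9 h at 30 °C; higher score means more reporter readthrough which indicates perturbed polyadenylation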
# HSF-1 act: increases HSF-1 driven luciferase reporter signal; activation, % at 9 µM; AID 504408; 1.7% of 300,000 active; NIH3T3-HGL HSF-1 luciferase reporter, MG132, 8 h; 100% = twice DMSO control signal;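 active = mean replicate activation of at least 50% with a set share of replicates each reaching 50%; inconclusive = only one of those two conditions met; inactive = mean below 50% and too few replicates reaching it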;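 also: 0% = median of the neutral control wells and 100% = twice that signal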
# GSK3 alpha inh: human GSK-3 alpha kinase inhibition; AID 2650; ADP-Glo luminescence, 60 min; 0.1% of 320,000 active; inhibition, % at 10 µM;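 in the data active = inhibition above about 50%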;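 also: GST-tagged GSK-3 alpha with peptide substrate and 25 µM ATP; 0% = DMSO neutral wells and 100% = GW8510 positive control wells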
# Target sequence (P49840 whole entry, looked up): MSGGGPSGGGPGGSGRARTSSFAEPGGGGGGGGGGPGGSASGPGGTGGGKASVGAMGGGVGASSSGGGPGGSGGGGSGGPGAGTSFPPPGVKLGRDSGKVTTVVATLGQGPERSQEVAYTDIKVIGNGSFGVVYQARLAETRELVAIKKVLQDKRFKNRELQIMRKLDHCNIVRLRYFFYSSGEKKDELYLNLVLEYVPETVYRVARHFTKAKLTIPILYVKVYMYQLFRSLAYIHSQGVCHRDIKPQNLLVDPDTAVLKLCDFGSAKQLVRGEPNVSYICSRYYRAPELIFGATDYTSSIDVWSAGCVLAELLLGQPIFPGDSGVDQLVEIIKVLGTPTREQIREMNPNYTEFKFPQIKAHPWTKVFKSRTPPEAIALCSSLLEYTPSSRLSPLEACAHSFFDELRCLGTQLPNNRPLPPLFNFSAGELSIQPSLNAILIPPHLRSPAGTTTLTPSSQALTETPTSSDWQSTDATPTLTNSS
# An asterisk follows results filed as active; i = inactive; ? = inconclusive; nt = not tested or not shown. These rows are one share of the data; count on the stated rates, not on these rows.
HSF1 inh,GSK3 alpha inh,PolyA inh,Dyrk1A ADPGlo,Platelet DG rel,HSP90 refold inh,GSK3B inh,HSF-1 act,HDAC3 inhib,AI-2 QS modul,mol
6,-2,i,6,-13,nt,1,6,-2,32,Cc1ccc(S(=O)(=O)N2CCCCC2)cc1NC(=O)CNc1ccc(C(F)(F)F)cc1
-5,-1,i,0,-14,-5,4,0,2,6,CC1CCCCC1NC(=O)CCN1C(=O)C2C3C=CC(C3)C2C1=O (stereo not given)
1,-6,i,6,-4,2,-2,27,-2,11,Nc1nc(SCC(=O)C23CC4CC(CC(C4)C2)C3)n[nH]1
15,-4,i,-2,-3,7,-4,27,-2,5,O=C(CCSc1ccccc1)N1CCOCC1
2,0,nt,nt,0,nt,2,19,?,-13,CCN(CC(=O)Nc1cc(S(=O)(=O)N2CCOCC2)ccc1C)Cc1ccccc1
-8,0,i,3,17,-3,-1,-4,-2,12,CCOC(=O)c1c(-c2ccc(C)cc2)csc1NC(=O)c1cccc(N2C(=O)CCC2=O)c1
-8,-5,i,-6,-3,-1,2,9,0,18,COc1c(F)c(F)c(C(=O)O)c(Nc2ccc(C)cc2C)c1F
-80*,-1,i,3,-3,2,1,-84,-6,4,Cn1c(/C=C/c2ccccc2)nc2ccccc2c1=O
39,1,i,0,0,2,3,75*,-1,1,Cc1cc2c(cc1C)NC(CC(=O)NCc1ccccc1)C(=O)N2 (stereo not given)
5,-5,nt,4,0,0,-2,17,-1,9,CN(C)c1ccc(C2Nc3ccccc3C(=O)N2NS(=O)(=O)c2ccccc2)cc1 (stereo not given)
-5,4,i,nt,4,-3,-8,5,-4,14,O=C(COc1ccccc1[N+](=O)[O-])Nc1cccc(Cl)c1N1CCOCC1
6,0,i,0,-4,5,0,21,2,-6,Cc1cccc(-c2nnc(SCC(=O)N3c4ccccc4CCc4ccccc43)n2C)c1
6,2,i,2,5,4,1,-3,-10,29,Cc1ccc(S(=O)(=O)NCc2ccc(C(=O)N3CCc4ccccc4C3)cc2)cc1
0,nt,i,4,-3,-1,0,-11,-2,-14,CN1CCN(CCCNC(=O)c2ccc(CS(=O)(=O)c3ccc(Br)cc3)o2)CC1
-2,0,i,nt,20,2,0,3,3,4,Cc1ccc(NC(=O)CSc2nnc(Cc3ccccc3)o2)cc1
7,2,i,2,-2,8,4,4,5,10,Cc1cccc(C(=O)Nc2sc(C(=O)N3CCCC3)c(C)c2C#N)c1
0,-3,i,0,6,0,2,3,8,7,Cc1[nH]c2ccccc2c1C(=O)CN1CCN(C/C=C/c2ccccc2)CC1
-2,-2,nt,-18,16,-1,2,10,19,12,Cc1ccc(-c2cc(-c3ccccc3)nc(N/N=C/c3cccnc3)n2)cc1
35,11,i,7,5,-1,-3,?,3,nt,Nc1nc(Nc2cccc(Cl)c2)nc(NCc2ccco2)c1[N+](=O)[O-]
2,1,i,1,4,0,0,6,10,13,COc1ccccc1-n1c([S-])c(C(=O)Nc2ccccc2C(F)(F)F)[n+]2ccc(C(=O)NCCO)cc12
1,-1,i,-6,7,3,1,-1,0,6,CCOC(=O)c1c(S(=O)(=O)N2c3ccccc3CC2C)c(C)n(C)c1C (stereo not given)
9,-2,i,-2,-1,-2,-5,22,3,0,CCOc1ccc2c(c1)c1nnc(SCC3CCCO3)nc1n2C (stereo not given)
2,5,i,0,6,-1,2,20,3,22,CCOC(=O)C1CCCN(CCC(=O)Nc2ccccc2C)C1 (stereo not given)
-7,-1,i,0,-1,-1,2,0,3,27,CC1CCN(c2c(NCC3CCC(C(=O)NCc4ccccc4)CC3)c(=O)c2=O)CC1 (stereo not given)
-3,-2,i,-6,13,1,-2,4,1,0,CC12CS(=O)(=O)CC1SC(=S)N2c1ccccn1 (stereo not given)
nt,3,nt,-2,nt,3,nt,nt,5,nt,O=[N+]([O-])c1cccc(/C=C/c2nc(C=Nc3ccc4ccccc4c3)c(O)o2)c1
0,-1,i,-3,-6,-3,1,17,-4,19,CCCc1ncc(C(O)(c2ccccc2)c2ccc(C)cc2)n1C (stereo not given)
-9,1,i,6,6,19*,1,-19,-4,12,Fc1ccc(-n2nnc(-c3cnc4ccccc4c3)n2)cc1
17,-1,i,2,17,1,0,14,-3,37,COc1ccc2[nH]c3c(N4CCN(Cc5ccc6c(c5)OCO6)CC4)ncnc3c2c1
9,-20,i,-2,13,0,2,18,6,18,Cc1ccccc1Cc1n[nH]c(=S)n1N
0,-4,i,17,1,-1,-1,4,1,20,O=C(C1COc2ccccc2O1)N1CCN(Cc2ccccc2)CC1 (stereo not given)
-2,0,i,5,-3,1,1,0,-5,11,COc1ccc(Br)cc1CN(C)CC(=O)NCCc1ccc(S(N)(=O)=O)cc1
-1,-2,i,nt,4,nt,2,0,0,20,CCCCc1c(O)c2cccc3c2n(c1=O)CCC3
-2,1,i,2,-5,0,2,-11,-5,16,CC(C)C[C@H]1CN=C(Nc2ccccc2)N1CCC1CCCC1
-3,10,i,0,1,nt,-1,21,0,18,Cc1cc(Br)cc(C=Nc2ccc(N3CCOCC3)cc2)c1O
33,-4,i,-8,-14,-6,-1,39,-6,-9,CCC(=O)c1ccc(OCc2ccccc2)c(OC)c1
-8,nt,i,-55,4,0,-5,12,3,2,NC(=O)c1ccc(N2CCCCCC2)c([N+](=O)[O-])c1
8,0,i,1,1,-1,-2,7,?,8,Cc1cccc(Nc2ncnc3c2cnn3Cc2ccccc2)c1
0,-1,i,-11,1,2,0,4,8,19,CSc1cccc(NC(=S)NCCCN2CCN(c3ccc(F)cc3)CC2)c1
3,0,i,-2,14,-4,5,-14,4,18,CC(=O)Nc1ccc(NC(=O)CSc2nnc3c4ccccc4n(C)c3n2)cc1
13,-2,i,6,2,-2,0,19,0,12,CCC(=O)N1c2ccccc2C(N(C(C)=O)c2ccccc2)CC1C (stereo not given)
-1,-1,i,3,2,0,1,21,-7,29,CCOCCCNC(=S)N(Cc1ccccc1)Cc1nc2ccccc2c(=O)[nH]1
-8,-2,i,2,4,nt,1,-16,4,14,CC(C)(C)c1ccccc1NC(=O)C1=COCCO1
-2,-5,i,10,12,2,0,-5,0,-4,O=C(c1cccc(F)c1)N1CCN(Cc2ccc3c(c2)OCO3)CC1
2,-2,i,2,-1,6,-2,-12,-3,25,CCNC(=O)C1CC(=O)N(Cc2ccc3c(c2)OCO3)C(=Nc2ccc(OCC)cc2)S1 (stereo not given)
-4,-1,i,3,1,0,-3,3,7,4,Cc1cc(C)cc(NC(=O)c2cnn(-c3ccccc3)c2C2CCNCC2)c1
-1,1,i,nt,10,6,3,-21,8,12,COCCn1c(=NC(=O)CCS(=O)(=O)c2ccccc2)sc2cc(C)ccc21
-8,-2,i,7,7,-2,2,-23,12,18,Cc1cc(C(=O)CN2C(=O)NC3(CCCCC3)C2=O)c(C)n1C
2,0,i,-4,5,-4,-2,15,-3,12,COc1ccc(C(=O)N/C(=C\c2cn(C)c3ccccc23)C(=O)NCCCn2ccnc2)cc1
-8,-1,i,4,-7,1,2,-3,4,9,Cc1ccc2nsnc2c1NS(=O)(=O)c1c(C)ccc2nsnc12
1,-3,i,-7,-12,nt,-2,-1,-7,15,Cn1c(N)c(C(C[N+](=O)[O-])c2ccccc2Cl)c(=O)n(C)c1=O (stereo not given)
11,-4,i,0,4,2,-1,8,0,9,Clc1ccc(C(c2nnnn2C2CCCC2)N2CCSCC2)cc1 (stereo not given)
5,-4,i,-2,10,nt,3,6,-1,12,Cc1ccc(N(Cc2ccccc2)C(=O)c2cc(S(=O)(=O)N3CCOCC3)ccc2N2CCCC2)cc1
-8,-1,i,nt,0,-1,-3,-7,10,-9,Cc1ccc(SCCNS(=O)(=O)c2ccc3c(c2)OCCO3)cc1
1,-2,i,5,7,-2,0,-7,-2,14,CCCN(CCC)C(=O)CSc1ncccc1C(=O)O
-6,-2,i,4,1,5,0,-9,3,26,COc1ccc(S(=O)(=O)N2CCN(C)CC2)cc1C
5,-1,i,5,3,-3,5,9,5,12,O=C1N/C(=C/c2ccco2)C(=O)N1Cc1ccccc1F
-6,-3,i,2,-4,1,-1,-11,6,28,Cc1cc(=O)n(Cc2ccc(OC(C)C)cc2)c(=S)[nH]1
0,6,i,-2,0,-3,0,22,-1,18,COc1ccc(CNC(=O)[C@H](C)NC(=O)C2CC(=O)N(c3ccc(OC)cc3)C2)cc1 (stereo not given in full)
0,nt,i,12,6,-1,nt,-7,20,nt,CCn1cc(C(=O)N2CCN(c3ccc(C(C)=O)cc3)CC2)c2cc(OC)c(OC)cc2c1=O

# Part of the list above, with tabs:
Structure	HSF1 inh	GSK3 alpha inh	PolyA inh	Dyrk1A ADPGlo	Platelet DG rel	HSP90 refold inh	GSK3B inh	HSF-1 act	HDAC3 inhib	AI-2 QS modul
Cc1cc(C)cc(NC(=O)c2cnn(-c3ccccc3)c2C2CCNCC2)c1	-4	-1	i	3	1	0	-3	3	7	4
COCCn1c(=NC(=O)CCS(=O)(=O)c2ccccc2)sc2cc(C)ccc21	-1	1	i	nt	10	6	3	-21	8	12

# Next part
HSF1 inh,GSK3 alpha inh,PolyA inh,Dyrk1A ADPGlo,Platelet DG rel,HSP90 refold inh,GSK3B inh,HSF-1 act,HDAC3 inhib,AI-2 QS modul,mol
7,-2,i,5,-5,3,2,13,-4,-9,CC(=O)Nc1ccc2c(c1)nc1n2CCSC1
4,-5,i,-4,0,-2,nt,40,6,nt,N#Cc1c(-c2ccccc2)nc(SCc2ccc([N+](=O)[O-])cc2)[nH]c1=O
-3,1,i,1,-7,1,2,3,-3,28,N#Cc1c2c(c[nH]c1=O)CCN2Cc1ccccc1
-1,-11,i,3,2,3,0,7,4,37,O=C(CNC(=O)c1ccco1)Nc1cc(Cl)ccc1N1CCOCC1
2,0,i,5,-3,2,3,12,5,6,CCc1cccc2[nH]c3cc([N+](=O)[O-])ccc3c12
nt,-3,i,-1,-11,0,-1,nt,0,7,COc1ccc(NC(=O)C2CCCN2C(=O)NCc2ccccc2)cc1 (stereo not given)
8,-2,i,-9,17,nt,4,11,1,22,Cc1ccc(NC(=O)CSc2nc(=O)n(CCCN3CCOCC3)c3c2CCCC3)c(C)c1
-2,1,i,-5,5,-9,-2,6,?,33,Cc1ccc(C(=O)NCCc2nnc3c(C(F)(F)F)cc(Cl)cn23)o1
2,0,i,-1,-1,4,-1,14,0,14,CC(C)C(c1nnnn1Cc1ccco1)N1CCN(c2nc3ccccc3s2)CC1 (stereo not given)
-13,-1,i,-4,-5,0,-1,1,-1,2,Cc1cc(C)c(S(=O)(=O)N2CCOC2CNC(=O)C(=O)NCc2ccccn2)c(C)c1 (stereo not given)
11,-2,i,-1,0,-4,-1,13,5,3,CC(C)(C)c1ccc(C(=O)C2CCCN(C(=O)CCn3cncn3)C2)cc1 (stereo not given)
nt,nt,nt,-8,nt,7,2,nt,-1,8,CCCOc1ccccc1/C=N/NC(=O)C1CC1
30,0,i,-5,8,0,0,11,3,37,Nc1nc(CSc2nc3ccccc3s2)nc(N2CCOCC2)n1

# From PubChem BioAssay
